# High-throughput results as filed in PubChem.
# S100A4 MyoIIA – inhibitors of human S100A4 binding to myosin IIA peptide | P26447 | S100A4/TAMRA-MyoIIA peptide fluorescence polarization | AID 652163 | inhibition, % at 10.7 µM | 360,000 tested, 0.14% active;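 active means mean inhibition of at least 70% across replicates, with every replicate also reaching that level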
# Target sequence (P26447 whole entry, looked up): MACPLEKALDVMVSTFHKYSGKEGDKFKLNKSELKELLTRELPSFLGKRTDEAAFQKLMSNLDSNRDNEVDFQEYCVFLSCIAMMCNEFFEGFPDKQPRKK
#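 Test system – S100A4 monomer (human) · Compound – single-point compound testing · Schedule – 5 min incubation before reading · Probe or stimulus – TAMRA-labelled myosin IIA heavy-chain peptide probe, 5 nM · Benchmarks – neutral control DMSO, positive control TFP · Medium – Calcium-containing HEPES buffer, pH 7.2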
# PGC1a acetyl inh – lowers PGC1a acetylation signal in U2OS cells. AlphaScreen anti-acetyl-lysine; with virally co-expressed GCN5 acetyltransferase. inhibition, % at 15.6 µM. 350,000 tested, 0.17% active. AID 651687;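 active means every replicate shows inhibition of at least 40%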;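 further: 0% = neutral control wells and 100% = positive control wells; some results beyond the cut were filed as inactive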
# ERAP1 HTS inh – inhibitors of human ERAP1 aminopeptidase. Q9NZ08. recombinant ERAP1, Leu-AMC fluorescence, 60 min. inhibition, % at 10.7 µM. 340,000 tested, 0.15% active. AID 652197;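 active means mean replicate inhibition of at least 30%, or all replicates individually reaching that 30% level; inactive means mean below 30% and not every replicate reaching it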;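 further: 0% = neutral control wells and 100% = L-leucinethiol positive control wells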
# Target sequence (Q9NZ08 whole entry, looked up): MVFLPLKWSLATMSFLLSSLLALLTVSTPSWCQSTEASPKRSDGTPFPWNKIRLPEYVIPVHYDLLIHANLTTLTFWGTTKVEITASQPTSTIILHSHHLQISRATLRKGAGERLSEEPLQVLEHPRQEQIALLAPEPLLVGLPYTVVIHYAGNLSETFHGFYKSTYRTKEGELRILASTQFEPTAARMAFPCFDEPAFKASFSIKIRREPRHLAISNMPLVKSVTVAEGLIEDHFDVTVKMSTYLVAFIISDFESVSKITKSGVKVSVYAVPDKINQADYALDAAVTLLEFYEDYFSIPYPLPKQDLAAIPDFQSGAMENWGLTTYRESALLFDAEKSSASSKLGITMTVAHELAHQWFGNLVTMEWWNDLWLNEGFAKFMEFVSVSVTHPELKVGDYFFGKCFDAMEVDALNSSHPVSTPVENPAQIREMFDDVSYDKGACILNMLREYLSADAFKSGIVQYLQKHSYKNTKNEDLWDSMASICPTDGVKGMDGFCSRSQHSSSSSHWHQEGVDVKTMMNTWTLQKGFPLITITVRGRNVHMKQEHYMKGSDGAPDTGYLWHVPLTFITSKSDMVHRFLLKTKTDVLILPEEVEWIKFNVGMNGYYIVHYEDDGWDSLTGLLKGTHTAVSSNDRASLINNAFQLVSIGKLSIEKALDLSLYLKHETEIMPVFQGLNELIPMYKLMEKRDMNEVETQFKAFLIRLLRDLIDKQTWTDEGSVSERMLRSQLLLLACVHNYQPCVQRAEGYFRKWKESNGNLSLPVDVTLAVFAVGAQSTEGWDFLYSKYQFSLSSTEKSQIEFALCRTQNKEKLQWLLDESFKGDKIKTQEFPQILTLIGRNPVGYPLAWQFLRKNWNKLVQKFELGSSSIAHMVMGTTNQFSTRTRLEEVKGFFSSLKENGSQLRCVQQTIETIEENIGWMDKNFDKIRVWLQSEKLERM
# LGR2 antag – inhibitors of bursicon-induced Drosophila LGR2 receptor cAMP signaling. HEK293 LGR2, CRE-luciferase, bursicon-stimulated, 4 h. inhibition, % at 9.99 µM. 380,000 tested, 0.35% active. AID 720647;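 active means drop in luminescence signal, shown as inhibition above about 50% in the replicate tests, limit read from the data, passing the limit was not always enough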;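 further: agonist challenge used bursicon conditioned medium at about half maximal strength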
# PAX8 reporter – lowers PAX8-driven luciferase in RMG-I cells; RMG-I TPO-luciferase reporter, SteadyGlo, 24 h; inhibition, % at 12.6 µM; 360,000 tested, 1.2% active; AID 652154;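 active means mean replicate inhibition at least 60% with every replicate also reaching 60%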;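 further: luciferase light reporting Pax8 driven TPO promoter activity; plate controls were median of neutral control wells for no effect and mitoxantrone controls for full effect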
# PglD DTNB – inhibitors of Campylobacter jejuni PglD acetyltransferase. 360,000 tested, 0.098% active. inhibition, % at 12.5 µM. AID 602405. purified PglD enzyme, DTNB colorimetric CoA detection; in the data active means inhibition above about 16%, passing the limit was not always enough; further: strong numbers were not always called active
# FN deposition inh – fibronectin deposition inhibition; AH1F fibroblasts, Alexa488-fibronectin deposition fluorescence, overnight; 350,000 tested, 0.086% active; inhibition, % at 12.6 µM;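 active means mean inhibition across replicates of 30% or more, regardless of how many single replicates reach that level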;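 further: positive control wells lacked labelled fibronectin entirely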
#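 Schedule: 1 h cell adhesion before compound, then overnight fibronectin incubation; test system: AH1F fibroblast monolayer depositing Alexa488-labelled fibronectin into matrix; quantity: 10000 AH1F cells per well; probe or stimulus: fluorescent fibronectin at 24 nM final; signal: fluorescence, ex 485 nm, em 525 nm; evaluation: percent inhibition as loss of matrix-bound fibronectin fluorescence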
# EWS-Fli inh – inhibitors of EWS/Fli oncoprotein transcriptional activity; inhibition, % at 12.6 µM; 350,000 tested, 0.67% active; A673 NR0B1-luciferase reporter, viability-normalised;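 active means mean inhibition of at least 50% after viability correction, with every replicate also passing that limit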;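 further: firefly luciferase signal divided by Alamar Blue viability fluorescence both relative to DMSO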
# The depositor's hits bear a star; · = no result given; & = joins results of further samples.
[1] CCN1CCN(CCNC(=O)Nc2ccc([N+](=O)[O-])cc2)CC1
[2] Nc1c(Sc2ccccc2)c(=O)[nH]c(=O)n1Cc1ccccc1
[3] C[C@@H]1CN([C@@H](C)CO)C(=O)c2cc(NS(=O)(=O)c3ccccc3)ccc2O[C@@H](C)CCCCO[C@H]1CN(C)C(=O)Nc1ccc(C(F)(F)F)cc1
[4] COc1ccc(-n2cc(CNCc3cnc4ccccn34)c(-c3cccc(F)c3)n2)cc1
[5] COc1ccc2c3c([nH]c2c1)[C@H](CO)NCC31CN(C(=O)C2CC2)C1
[6] CC1CC1C(=O)N(C)CC(=O)Nc1ccccc1Br (centres undefined)

Assay by compound,1,2,3,4,5,6
S100A4 MyoIIA,-4,·,-11,-2,-26,1
PGC1a acetyl inh,7,2,-10,-2,·,0
ERAP1 HTS inh,·,·,1,-6,3,-2
LGR2 antag,-6,0,-1,·,-9,5
PAX8 reporter,8,·,-14,-15,·,13
PglD DTNB,6,-4,·,·,·,-1
FN deposition inh,13,1,-19,-21,·,-1
EWS-Fli inh,-3,·,-7,-22,-12,2

[7] N#CC1=C(N)C(C#N)(C#N)C2(CCC3(CC2)OCCO3)C2CC3(CC=C12)OCCO3 (centres undefined)
[8] CCCN(C(=O)CSCc1ccccc1C)c1c(N)n(Cc2ccccc2)c(=O)[nH]c1=O
[9] CC(C)C#Cc1ccc2c(c1)O[C@H](CN(C)C(=O)CN(C)C)[C@@H](C)CN([C@H](C)CO)S2(=O)=O
[10] O=C(CSc1nc2c(c(=O)[nH]1)CN(Cc1ccc(F)cc1)CC2)Nc1ccc(F)cc1
[11] CO[C@@H]1CN(C)C(=O)c2ccc(NS(=O)(=O)c3ccccc3F)cc2OC[C@@H](C)N(S(C)(=O)=O)C[C@H]1C
[12] CC1CCN(c2c(NCC3CCC(C(=O)NCc4ccc(F)cc4)CC3)c(=O)c2=O)CC1 (centres undefined)

Assay by compound,7,8,9,10,11,12
S100A4 MyoIIA,·,-3,-12,2,10,20
PGC1a acetyl inh,0,-4,-4,·,-3,2
ERAP1 HTS inh,·,0,-4,-2,-5,·
LGR2 antag,-14,7,4,15,23,4
PAX8 reporter,·,35,-16,-4,0,44
PglD DTNB,2,·,2,·,-1,-5
FN deposition inh,-11,·,·,1,-22,9
EWS-Fli inh,·,-3,2,-8,2,2

[13] CC(=NNc1cc(C)c2ccccc2n1)c1ccccn1
[14] CCN(C(=O)COC(=O)CNC(=O)c1ccc(C)s1)c1ccccc1
[15] CO[C@H]1CN(C)C(=O)c2ccc(NC(=O)C3CCC3)cc2OC[C@@H](C)N(Cc2nccs2)C[C@@H]1C
[16] CO[C@H](CN(C)C(=O)c1cnccn1)[C@H](C)CN([C@@H](C)CO)S(=O)(=O)c1ccc(F)cc1
[17] Cc1ccc(CN2C(=O)C(CC(C)C)Nc3ncnc(N4CCN(c5ccccc5)CC4)c32)cc1 (centres undefined)
[18] CCOC(=O)NN1C(=O)c2ccccc2NC12CCCC2

Assay by compound,13,14,15,16,17,18
S100A4 MyoIIA,6,-2,6,0,-22&-8,-2
PGC1a acetyl inh,·,10,·,6,-20&-10,0
ERAP1 HTS inh,0,-1,-3,-1,2&-2,15
LGR2 antag,-11,-7,0,-1,20&-6,5
PAX8 reporter,95*,10,8,·,26&8,16
PglD DTNB,·,·,-1,-1,0&4,·
FN deposition inh,0,-17,-20,-12,-11&-14,-5
EWS-Fli inh,64*,3,5,-6,7&20,8

[19] COc1ccc(C2=NOC(C(=O)Nc3ccc4c(c3)OCCO4)C2)cc1OC (centres undefined)
[20] Cc1ccc(OC(=O)CCNC(=O)c2ccccc2Cl)c(Br)c1
[21] O=C(CC(=O)Nc1ccccc1[N+](=O)[O-])Nc1ccccc1[N+](=O)[O-]
[22] CCC(=O)N1[C@H](CO)[C@@H](c2ccc(C3=CCCC3)cc2)[C@@H]1CNC(=O)CN(C)C
[23] CC(C)(C)NC[C@H](O)COc1cccc2c1CCCC2=O
[24] Nc1[nH]c(=O)[nH]c(=O)c1N=Nc1ccccc1Cl

Assay by compound,19,20,21,22,23,24
S100A4 MyoIIA,-6,0,-7,·,1,-2
PGC1a acetyl inh,·,·,4,-2,·,5
ERAP1 HTS inh,4,0,-1,·,0,-1
LGR2 antag,30,3,-7,-5,8,-6
PAX8 reporter,-6,-6,14,-2,-25,-20
PglD DTNB,-4,·,0,-2,-2,-2
FN deposition inh,5,5,4,7,4,-6
EWS-Fli inh,-4,4,-10,-2,-4,-9

[25] C[C@@H]1CN([C@H](C)CO)C(=O)c2cc(C#CCN(C)C)cnc2O[C@@H]1CN(C)C(=O)c1cccc(F)c1
[26] Cc1nn(CC(=O)N2CCN(c3ccccc3)CC2)c(=O)c2cccn12
[27] CCCn1c(=O)c(C(=O)Nc2ccccc2C(=O)OCC)c(O)c2ccccc21
[28] O=C(C[C@H]1C[C@@H]2c3cc(NC(=O)NC4CCCCC4)ccc3O[C@@H]2[C@@H](CO)O1)NCc1ccccn1
[29] O=S(=O)(Nc1ccc2ccccc2n1)c1ccccc1Cl
[30] C[C@@H]1CN([C@H](C)CO)C(=O)Cc2cc(NS(=O)(=O)c3cn(C)cn3)ccc2O[C@H]1CN(C)Cc1ccc(-c2ccccc2)cc1

Assay by compound,25,26,27,28,29,30
S100A4 MyoIIA,11,-1,-1,9,-5,-13
PGC1a acetyl inh,2,-2,-7,-2,4,8
ERAP1 HTS inh,-1,5,3,-2,3,2
LGR2 antag,-24,4,·,-8,10,6
PAX8 reporter,·,-6,·,4,15,·
PglD DTNB,-4,-1,2,-2,2,·
FN deposition inh,-9,8,·,·,·,·
EWS-Fli inh,-16,0,10,0,7,8

[31] CCN(CCn1cccn1)Cc1cn[nH]c1-c1cccc2ccccc12
[32] Cc1oc(CC(C)C)c(CN)c1C(=O)O
[33] O=C(Nc1ccc(Cl)cc1)Nc1nnc(CSc2ccc(Cl)cc2)s1
[34] CO[C@@H]1CN(C)C(=O)c2ccc(NC(C)=O)cc2OC[C@H](C)N(Cc2ccc(F)cc2)C[C@@H]1C
[35] C[C@H]1CN([C@@H](C)CO)C(=O)c2cc(N(C)C)ccc2O[C@@H]1CN(C)C(=O)Nc1cccc2ccccc12
[36] O=C1NCCN1CCNc1nc(NCC2CC2)nc2cc(-c3ccccc3)sc12

Assay by compound,31,32,33,34,35,36
S100A4 MyoIIA,-2,-5,7,14,-14,-4
PGC1a acetyl inh,-1,5,·,-4,-1,·
ERAP1 HTS inh,·,-2,7,1,-2,0
LGR2 antag,5,-5,0,6,1,-10
PAX8 reporter,6,·,-6,·,27,-6
PglD DTNB,·,-5,·,-2,-1,1
FN deposition inh,3,·,4,-3,-5,-5
EWS-Fli inh,6,-5,4,13,-13,-5

[37] C[C@H](CO)N1C[C@H](C)[C@@H](CN(C)Cc2cccc(F)c2)Oc2ncc(C#CCN(C)C)cc2C1=O
[38] CC(=O)c1ccc(N2CCN(C(=O)COc3ccc4c(c3)CCC4)CC2)cc1
[39] Cc1ccc(S(=O)(=O)N[C@H]2C=C[C@@H](CC(=O)NCc3ccccc3F)O[C@@H]2CO)cc1
[40] COc1ccc(C)cc1NC(=O)COC(=O)C1CCN(C(=O)c2ccc(Cl)cc2)CC1
[41] C[C@]12c3[nH]c4ccc(Cl)cc4c3CCN1C(=O)[C@@H](CC(=O)NCC13CC4CC(CC(C4)C1)C3)C[C@@H]2C(=O)N1CCCCC1
[42] CCc1ccc(C2CC3C(CN2S(=O)(=O)c2ccc(C)cc2)C(=O)CC(c2ccc(CC)cc2)N3S(=O)(=O)c2ccc(C)cc2)cc1 (centres undefined)

Assay by compound,37,38,39,40,41,42
S100A4 MyoIIA,-3,-1,2,0,5,4
PGC1a acetyl inh,2,·,13,2,-5,·
ERAP1 HTS inh,1,4,0,5,·,0
LGR2 antag,1,9,-8,27,7,-2
PAX8 reporter,-9,13,10,19,-11,-6
PglD DTNB,3,1,43,-3,-1,·
FN deposition inh,-4,-3,·,-5,9,0
EWS-Fli inh,4,6,-5,-3,-1,2

[43] O=C(COC(=O)Cc1c(Cl)cccc1Cl)NCc1ccco1
[44] CC(=O)N1CCCC(C(=O)c2ccc(Oc3ccccc3)cc2)C1 (centres undefined)
[45] Cc1cc(C)nc(SCc2cn3c(C)cc(C)nc3n2)n1
[46] O=C(O)c1cccc(NC(=O)c2cn(-c3ccccc3)nc2-c2ccc(F)cc2)c1
[47] CN1C[C@@H]2[C@H](c3ccccc31)[C@@H](CO)N2C(=O)C1CC1
[48] C[C@@H]1CN([C@@H](C)CO)C(=O)c2cc(NS(=O)(=O)c3ccc(F)cc3)ccc2O[C@@H](C)CCCCO[C@H]1CN(C)C(=O)CCCN(C)C

Assay by compound,43,44,45,46,47,48
S100A4 MyoIIA,1,-2,-1,0,1,-12
PGC1a acetyl inh,-12,13,·,-9,6,2
ERAP1 HTS inh,-3,18,1,-23,2,1
LGR2 antag,2,-14,3,-18,-20,3
PAX8 reporter,-4,7,21,-7,-5,-1
PglD DTNB,-4,1,-7,11,8,-1
FN deposition inh,2,-1,-2,7,-11,0
EWS-Fli inh,3,-5,2,-3,-2,-12

# Not a retest: entries from further up.
[44] CC(=O)N1CCCC(C(=O)c2ccc(Oc3ccccc3)cc2)C1 (centres undefined)
[45] Cc1cc(C)nc(SCc2cn3c(C)cc(C)nc3n2)n1
[46] O=C(O)c1cccc(NC(=O)c2cn(-c3ccccc3)nc2-c2ccc(F)cc2)c1

Assay by compound,44,45,46
S100A4 MyoIIA,-2,-1,0
PGC1a acetyl inh,13,·,-9
ERAP1 HTS inh,18,1,-23
LGR2 antag,-14,3,-18
PAX8 reporter,7,21,-7
PglD DTNB,1,-7,11
FN deposition inh,-1,-2,7
EWS-Fli inh,-5,2,-3

# Additional entries:
[49] O=C(Cn1c(=S)nc2ccccn21)N1CCc2ccccc2C1
[50] Cc1ccccc1-c1cc(C(=O)NCc2ccc(OC(F)(F)F)cc2)nn1CC1CC(c2cccc([N+](=O)[O-])c2)=NO1 (centres undefined)
[51] CN(C)C(=O)NC1C=CS(=O)(=O)C1 (centres undefined)
[52] COCC(=O)Nc1ccc2c(c1)C(=O)N(C)[C@H]1CC[C@@H](CC(=O)NCC3CC3)O[C@H]1CO2
[53] CC(=O)N1[C@@H](CO)[C@H](c2ccccc2)[C@@H]1CN(C(=O)NC(C)C)C1CCCC1
[54] CC(=O)c1ccc2cc3c(cc2c1)OCO3

Assay by compound,49,50,51,52,53,54
S100A4 MyoIIA,·,-4,·,0,3&2,0
PGC1a acetyl inh,-4,·,·,1,10&-2,·
ERAP1 HTS inh,·,2,·,-2,1,-3
LGR2 antag,·,-5,2,17,0,-12
PAX8 reporter,-80,32,-7,-4,-12&-10,0
PglD DTNB,-4,-1,-6,-2,-1&1,-4
FN deposition inh,16,-1,-2,-17,17,-4
EWS-Fli inh,·,10,·,-5,-7&5,-1

[55] C[C@@H]1CCCCO[C@@H](CN(C)C(=O)c2ccncc2)[C@@H](C)CN([C@@H](C)CO)C(=O)c2cc(NS(=O)(=O)c3ccccc3)ccc2O1
[56] COC(=O)[C@@H](NC(=O)NCc1ccc(F)cc1)C(C)C
[57] Cn1c(SCC(=O)Nc2ccc(Cl)cc2)nnc1C1CC1
[58] Cc1ccccc1CSc1ccc(-c2ccc3c(c2)OCO3)nn1
[59] CCOC(=O)C1CCN(C(=O)c2cc3cc(Br)ccc3oc2=O)CC1

Assay by compound,55,56,57,58,59
S100A4 MyoIIA,-2,7,-3,-6,-3
PGC1a acetyl inh,0,-5,·,-2,·
ERAP1 HTS inh,2,0,0,1,2
LGR2 antag,-6,-4,-7,·,-15
PAX8 reporter,-15,·,-6,50,-2
PglD DTNB,0,0,6,2,·
FN deposition inh,·,·,5,8,2
EWS-Fli inh,-3,4,-15,-59,-54
